Assay outcomes deposited in PubChem by several laboratories.
MEKK2mut PB1 HTS = signal of MEK5 binding to mutant human MEKK2 PB1 domain; bead flow cytometry, Alexa488-MEK5 binding to MEKK2 mutant; 290,000 tested, 0.35% active; AID 1530; percent response, % at 10 µM; in the data active means percent response above about 24%, passing the limit was not always enough; further: inactives centre near 1; some results filed as inactive read as strong as hits; reference of the scale not given here
OXTR ag = activates the human oxytocin receptor. 320,000 tested, 0.32% active. CHO-OTR cells, Fluo-8 calcium fluorescence; normalized: DMSO 0%, oxytocin 100%. P30559. AID 2435. activation, % at 3 µM;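 active means activation above the mean of all tested compounds plus 3 SD, cutoff set per screening run, cut at about 20% in these data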;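 further: peak over basal fluorescence ratio from a 100 s FLIPR kinetic read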
MEKK2 WT-MEK5 = raises or lowers MEK5 binding to wildtype human MEKK2 PB1 domain; 290,000 tested, 1.1% active; bead flow cytometry, Alexa488-MEK5 binding to MEKK2 WT; actives lie on both sides; binding response (% of control), % at 10 µM; in the data active means binding response below about 67% or above about 130%
PfM18AAP inh = PfM18AAP enzyme inhibition. recombinant PfM18AAP, H-Glu-NHMec fluorogenic cleavage. inhibition, % at 7.35 µM. 290,000 tested, 1.2% active;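 active means inhibition above the campaign mean inhibition over all tested compounds plus 3 SD, cut at about 28% in these data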;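 further: 0% = plate median of test compound wells and 100% = 2 mM ZnCl2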
DNA FID counter = displaces DNA intercalator in HCV helicase counter-screen; 290,000 tested, 0.17% active; AID 1845; DNA fluorescent intercalator displacement, fluorescence; inhibition, % at 7.9 µM; in the data active means inhibition above about 37%;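 further: 0% = vehicle and 100% = reference compound; higher means more ethidium bromide displaced from hairpin DNA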
NALP1 inh = blocks the NALP1 inflammasome reconstituted in yeast. S. cerevisiae NALP1/ASC/caspase-1 growth, X-gal OD620, 72 h. inhibition, % at 10 µM. 280,000 tested, 0.61% active; in the data active means inhibition mostly above about 24%, no sharp cut-off; inactive means mostly below about 32%; further: some compounds called inactive have numbers as strong as hits
PHOSPHO1 block = blocks human PHOSPHO1 phosphatase activity. Q8TCT1. recombinant PHOSPHO1, absorbance phosphatase assay. inhibition, % at 13.3 µM. 290,000 tested, 1.1% active; in the data active means inhibition above about 60%
GPR7 antagonist = blocks human GPR7 receptor signaling; inhibition, % at 4.4 µM; 290,000 tested, 1.1% active; GPR7-expressing cells, fluorescence antagonist assay; P48145; in the data active means inhibition above about 16%, passing the limit was not always enough;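 further: cells stimulated with the agonist NPW; 0% = agonist with vehicle and 100% = vehicle without agonist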
Target sequence (P48145 whole entry, looked up): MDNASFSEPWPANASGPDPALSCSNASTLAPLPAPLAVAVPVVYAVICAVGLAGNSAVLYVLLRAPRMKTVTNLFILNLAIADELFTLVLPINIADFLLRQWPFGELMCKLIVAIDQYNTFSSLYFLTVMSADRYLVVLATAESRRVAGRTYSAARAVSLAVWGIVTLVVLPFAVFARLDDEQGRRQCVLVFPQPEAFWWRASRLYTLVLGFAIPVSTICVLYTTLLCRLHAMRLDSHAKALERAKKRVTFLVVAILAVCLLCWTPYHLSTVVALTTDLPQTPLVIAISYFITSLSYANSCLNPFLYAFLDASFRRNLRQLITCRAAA
MEKK3 PB1 HTS = raises or lowers MEK5 binding to the human MEKK3 PB1 domain | Q99759 | binding response (% of control), % at 10 µM | 290,000 tested, 1.4% active | bead-based flow cytometry, Alexa488-MEK5 binding to MEKK3; actives lie on both sides; 0 = blocked by unlabeled MEK5, 100 = vehicle;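 active means binding response more than 3 SD above or below the average of its plate-row segment, actives on both sides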;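 further: Alexa488 bead fluorescence after subtracting the streptavidin-only scavenger bead signal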
Target sequence (Q99759 whole entry, looked up, the tested form may be a part): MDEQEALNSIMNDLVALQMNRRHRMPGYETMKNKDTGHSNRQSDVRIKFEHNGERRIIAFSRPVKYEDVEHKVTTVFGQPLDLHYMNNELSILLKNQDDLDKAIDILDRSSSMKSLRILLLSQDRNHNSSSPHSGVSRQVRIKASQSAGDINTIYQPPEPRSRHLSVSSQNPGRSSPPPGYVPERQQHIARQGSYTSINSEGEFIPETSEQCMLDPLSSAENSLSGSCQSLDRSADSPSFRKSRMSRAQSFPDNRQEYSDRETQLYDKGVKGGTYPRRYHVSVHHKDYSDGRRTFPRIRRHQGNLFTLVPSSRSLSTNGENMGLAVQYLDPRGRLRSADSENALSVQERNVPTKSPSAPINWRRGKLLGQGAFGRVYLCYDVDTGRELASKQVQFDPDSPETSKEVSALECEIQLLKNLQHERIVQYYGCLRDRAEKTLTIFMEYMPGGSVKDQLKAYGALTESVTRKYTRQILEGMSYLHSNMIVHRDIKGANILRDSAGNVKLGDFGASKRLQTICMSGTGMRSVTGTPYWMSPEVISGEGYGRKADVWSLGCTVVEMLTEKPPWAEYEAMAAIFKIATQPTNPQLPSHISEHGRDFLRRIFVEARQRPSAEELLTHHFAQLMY
* hit, by the source's call; / = not tested or not shown. Compounds as they come. Share with any hit: about 6.2%.

no. | Compound | MEKK2mut PB1 HTS | OXTR ag | MEKK2 WT-MEK5 | PfM18AAP inh | DNA FID counter | NALP1 inh | PHOSPHO1 block | GPR7 antagonist | MEKK3 PB1 HTS
1 | Clc1cccc(OCCCCCN2CCOCC2)c1 | 4 | 0.7 | 111 | -2 | 9 | 6 | -1 | -11 | 104
2 | O=C(CSCC(=O)N1CCCCC1)Nc1nc(-c2cccs2)cs1 | 4 | 8.5 | 102 | -1 | -21 | -23 | 17 | 0 | 102
3 | O=C(NC1CCN(C(=O)c2ccccc2Br)CC1)c1ccccc1 | 0 | 0.2 | 100 | -11 | -16 | 11 | / | -20 | 101
4 | Cc1cc(C(=O)N/N=C/c2ccccc2Br)no1 | 3 | -0.5 | 107 | 2 | 0 | 4 | 11 | -12 | 110
5 | CCCCN(C(=O)CCC(=O)O)C1CC(=O)N(c2ccc(OCCC)cc2)C1=O (stereo unspecified) | -4 | -0.1 | 96 | 0 | -30 | 13 | -14 | -5 | 94
6 | CCCCCn1c(=O)[nH]c2cc(C(=O)NCCCN3CCC(C)CC3)ccc2c1=O | 3 | -0.2 | 110 | 1 | 22 | 32* | 2 | -14 | 102
7 | COc1cc(NC(=O)c2cccs2)c(OC)cc1NC(=O)CCn1nnc2ccccc21 | 4 | 0.1 | 107 | 7 | -27 | -9 | 0 | -8 | 104
8 | Cc1c(C(=O)N2CC(C)OC(C)C2)oc2ccccc12 (stereo unspecified) | 0 | -1.7 | 97 | 0 | 2 | 10 | 42 | 10 | 96
9 | O=C(N/N=C/c1ccco1)C1CC(=O)N(c2ccccc2)C1 (stereo unspecified) | -2 | -0.3 | 103 | -4 | -3 | 0 | 43 | -3 | 102
10 | O=C(CCCN1C(=O)c2cccc3cccc(c23)C1=O)N1CCN(c2ncccn2)CC1 | -2 | -1.7 | 94 | -13 | -4 | 17 | 44 | -8 | 97
11 | Cc1cccc(-n2ncc3c2CCCC3NC(=O)C2(C(N)=O)CC2)c1C (stereo unspecified) | 5 | 5.8 | 108 | -8 | -19 | 12 | 18 | 1 | 104
12 | CC(c1ccc(O)cc1)(c1ccc(O)cc1)c1ccc(CCBr)cc1 | 0 | 2.5 | 103 | -2 | 2 | 24 | 38 | 8 | 109
13 | COc1ccc(CN(CC(=O)NCc2ccc(F)cc2)C(=O)CCC(=O)Nc2nccs2)cc1 | 2 | 0.9 | 100 | -3 | -40 | 13 | 6 | 8 | 99
14 | CCOC(=O)c1c(NC(=O)CSc2nnc(CNc3ccc(F)cc3)o2)sc(C)c1C | -4 | -0.5 | 94 | -7 | -33 | 20 | 53 | -6 | 96
15 | COc1ccccc1N1C(=O)c2ccc(C(=O)Nc3cccc(C(C)=O)c3)cc2C1=O | 8 | 0.3 | 104 | 8 | -14 | 3 | 37 | -6 | 105
16 | O=C(CN1C(=O)NC2(CCc3ccccc32)C1=O)NCC(F)(F)F (stereo unspecified) | -1 | 1.0 | 103 | -7 | 0 | 20 | 31 | 0 | 100
17 | CC(=O)N1c2ccc(S(=O)(=O)NC(CC(=O)O)c3ccc(Br)cc3)cc2CC1C (stereo unspecified) | -1 | 0.2 | 100 | -2 | -44 | 9 | 2 | -15 | 101
18 | CCOC(=O)C1CCN(C(c2cccc(OC)c2)c2sc3nc(C)nn3c2O)CC1 (stereo unspecified) | 6 | 0.0 | 109 | -8 | -30 | 26 | 14 | 2 | 108
19 | CC1C(=O)Nc2ccc(S(=O)(=O)NCc3ccc(Cl)cc3)cc2NC1=O (stereo unspecified) | 1 | 1.0 | 100 | 0 | -10 | -8 | -19 | -12 | 102
20 | O=C(CNc1cccc([N+](=O)[O-])c1)N/N=C/c1ccc(F)cc1 | -2 | 0.9 | 100 | -2 | -1 | -6 | 26 | -17 | 100
21 | CC(=O)COc1cc2c(-c3cc4ccccc4o3)cc(=O)oc2cc1C | 2 | -2.0 | 91 | 16 | -28 | 14 | 12 | -6 | 97
22 | Cc1cc(C)c(Nc2ncccc2C(=O)O)c(C)c1 | -5 | 0.1 | 85 | -7 | 1 | 19 | 22 | -12 | 97
23 | Cc1cc(C)c(C(=O)C(C)OC(=O)C2=COCCO2)cc1C (stereo unspecified) | 9 | -1.4 | 111 | 6 | -17 | 2 | 27 | -2 | 113
24 | COCCN1C(=O)/C(=C/c2cc3c(cc2Br)OCO3)NC1=S | -10 | -1.5 | 88 | -5 | -5 | -16 | -115 | -5 | 99
25 | CCOC(=O)N1CCN(C(=O)c2ccccc2NC(=O)c2ccc(F)cc2)CC1 | -1 | -0.4 | 93 | 3 | -29 | 23 | -1 | -6 | 90
26 | Cc1cccc(C)c1NC(=O)CCCCCNS(=O)(=O)c1ccccc1 | -6 | 1.2 | 91 | 4 | -11 | 19 | 20 | -9 | 101
27 | CC(CNCc1ccc2c(c1)OCO2)NCc1ccc2c(c1)OCO2 (stereo unspecified) | 9 | -0.8 | 118 | 0 | 15 | 13 | -5 | -5 | 114
28 | CC(C)c1ccc(C2CC(=O)N3CN(C)CSC3=C2C#N)cc1 (stereo unspecified) | 9 | 1.6 | 111 | 18 | -33 | -10 | 12 | -7 | 112
29 | CC(C)(C)OC(=O)[C@H](Cc1ccccc1)NC(=O)c1[nH]cnc1C(=O)Nc1cccc(Cl)c1 | -6 | -0.2 | 94 | / | / | / | 34 | / | 96
30 | Cc1cc(C)c2nc(NC(=O)c3ccc4c(=O)n5c(nc4c3)CCCCC5)sc2c1 | 0 | 0.5 | 104 | 4 | -1 | 16 | 4 | -5 | 121
31 | CCOC(=O)C1=NOC(COc2ccccc2C=O)C1 (stereo unspecified) | 1 | 0.2 | 99 | 1 | -5 | -10 | 44 | -3 | 114
32 | Cc1noc(C)c1COc1ccc(C(=O)OCC(=O)NCCN2C(=O)CSC2=O)cc1 | 42 | 0.2 | 99 | 4 | -15 | 14 | 12 | -4 | 104
33 | CCN1CCN(c2cc(C)c3cc(NC(=O)c4ccc(Br)o4)ccc3n2)CC1 | 11 | 0.8 | 119 | 3 | 13 | -6 | 21 | 0 | 101
34 | Nc1nonc1-c1noc(CCCOc2ccc(Cl)cc2Cl)n1 | -2 | -0.8 | 96 | -2 | -6 | 24 | 32 | -4 | 100
35 | O=c1[nH]c2ccccc2nc1Cc1ccccc1 | 4 | 3.8 | 101 | 0 | -4 | 1 | -3 | 3 | 102
36 | Cc1cccc2cc(COC(=O)c3ccccc3)c(=O)[nH]c12 | 8 | -0.1 | 105 | -10 | -1 | 8 | -8 | -2 | 102
37 | Oc1c(C(c2cccs2)N2CCC3(CC2)OCCO3)sc2ncnn12 (stereo unspecified) | 12 | -0.3 | 110 | 22 | -3 | -14 | -14 | -8 | 106
38 | CC(Oc1ccccc1)C(=O)NN1Cc2ccccc2C1=N (stereo unspecified) | -2 | -0.3 | 95 | -3 | 1 | 9 | 6 | -8 | 101
39 | Cc1ccc(S(=O)(=O)NC(=O)COc2ccccc2C)c(C)c1 | 8 | -0.6 | 110 | 0 | -25 | 12 | 56 | -19 | 105
40 | Cc1cccc(NC(=O)c2cc(NC(=O)c3ccco3)ccc2N2CCCCC2)c1 | -4 | -0.9 | 89 | -8 | 1 | 6 | 20 | -4 | 86

From compound 29 up to 32, as listed above:
no. | Compound | MEKK2mut PB1 HTS | OXTR ag | MEKK2 WT-MEK5 | PfM18AAP inh | DNA FID counter | NALP1 inh | PHOSPHO1 block | GPR7 antagonist | MEKK3 PB1 HTS
29 | CC(C)(C)OC(=O)[C@H](Cc1ccccc1)NC(=O)c1[nH]cnc1C(=O)Nc1cccc(Cl)c1 | -6 | -0.2 | 94 | / | / | / | 34 | / | 96
30 | Cc1cc(C)c2nc(NC(=O)c3ccc4c(=O)n5c(nc4c3)CCCCC5)sc2c1 | 0 | 0.5 | 104 | 4 | -1 | 16 | 4 | -5 | 121
31 | CCOC(=O)C1=NOC(COc2ccccc2C=O)C1 (stereo unspecified) | 1 | 0.2 | 99 | 1 | -5 | -10 | 44 | -3 | 114
32 | Cc1noc(C)c1COc1ccc(C(=O)OCC(=O)NCCN2C(=O)CSC2=O)cc1 | 42 | 0.2 | 99 | 4 | -15 | 14 | 12 | -4 | 104

More records:
no. | Compound | MEKK2mut PB1 HTS | OXTR ag | MEKK2 WT-MEK5 | PfM18AAP inh | DNA FID counter | NALP1 inh | PHOSPHO1 block | GPR7 antagonist | MEKK3 PB1 HTS
41 | CCOC(=O)c1cnn(-c2nc(-c3ccc(C)cc3)cs2)c1C(F)(F)F | 4 | -0.1 | 99 | -21 | 2 | -6 | 5 | -13 | 99
42 | O=C(NCc1ccc(OC(F)(F)F)cc1)c1ccc2c(c1)S(=O)(=O)c1ccccc1C2=O | -7 | -1.7 | 85 | / | / | / | / | / | 75
43 | COc1ccc(NC(=O)CN(C)S(=O)(=O)c2ccc(Br)s2)cc1 | -5 | 2.0 | 91 | -4 | -10 | 21 | -14 | 2 | 95
44 | CNS(=O)(=O)c1ccc2c(c1)NC(=O)C1CCCN21 (stereo unspecified) | 0 | -0.3 | 110 | -11 | -10 | / | -4 | 1 | 153*
45 | COc1ccc(CC(NC(C)=O)C(=O)NC2CCN(C(=O)Nc3ccccc3Cl)CC2)cc1OC (stereo unspecified) | 3 | -0.1 | 106 | -10 | -5 | 8 | -7 | -5 | 102
46 | Cc1cc(=O)n(-c2ccc3ccccc3n2)[nH]1 | 4 | -0.1 | 99 | 4 | -4 | 8 | 24 | -10 | 103
47 | O=C(Cn1c(=O)oc2cc(S(=O)(=O)N3CCCCC3)ccc21)N1CCc2ccccc2C1 | 11 | -0.4 | 108 | -5 | -8 | 1 | 5 | -1 | 108
48 | Cc1ccc(-n2ncc(Cl)c2C(=O)NCc2ccccc2)cc1 | 13 | -1.2 | 106 | -6 | -26 | 6 | 20 | -16 | 110
49 | CC1CN(CC(O)COc2ccc(C(=O)c3ccccc3)cc2)CC(C)O1 (stereo unspecified) | -1 | 0.7 | 100 | -16 | 3 | 14 | -13 | -10 | 100
50 | Cn1nnnc1SCCNCc1ccccc1OCc1ccc(F)cc1 | 3 | 1.5 | 104 | 2 | 18 | 18 | 8 | 6 | 94
51 | Brc1ccc2c(c1)OCCOCCOc1cc(Br)ccc1OCCOCCOCCO2 | 16 | 12 | 133 | 0 | -26 | 50 | -21 | 24 | 107
52 | COc1cc(-n2nnnc2SC)c(OC)cc1Cl | 2 | -1.2 | 102 | -6 | -1 | 0 | 23 | -14 | 102
53 | COc1ccc(CCNC(=O)c2cc3sc(Cl)cc3n2C)cc1OC | 10 | -2.0 | 108 | -6 | -23 | 37 | -6 | -11 | 104
54 | CCOc1ccc(-n2cnnn2)cc1S(=O)(=O)NCCc1ccc(OC)c(OC)c1 | -3 | 0.1 | 94 | 4 | -3 | 8 | -1 | -16 | 98
55 | O=C(N1CCN(c2ccccn2)CC1)C(Cl)(Cl)Cl | -1 | -2.4 | 96 | -5 | -5 | 55* | 6 | 1 | 101
56 | Cc1cc([N+](=O)[O-])ccc1N1C(=O)c2ccc(C(=O)Nc3ccccc3C(=O)O)cc2C1=O | 7 | -0.3 | 101 | 2 | 18 | -5 | 42 | -8 | 106
57 | CCOC(=O)C(C)N1C(=O)S/C(=C/c2cc(C)n(-c3ccccn3)c2C)C1=O (stereo unspecified) | -1 | 2.5 | 97 | 6 | -30 | 19 | 40 | -6 | 95
58 | O=C1C2ON(c3ccccc3)C(c3ccncc3)C2C(=O)N1c1ccc(Br)cc1 (stereo unspecified) | 2 | 2.9 | 104 | -21 | -15 | 10 | -1 | -8 | 104
59 | CCOC(=O)c1sc(=NC(=O)c2ccc(OC)c(OC)c2)n(C)c1C | 0 | 0.0 | 101 | 2 | 3 | 3 | -24 | -13 | 101
60 | COCCn1c(=O)[nH]c2cc(C(=O)NCc3ccccc3)ccc2c1=O | 5 | 0.4 | 106 | 0 | -9 | 0 | 11 | 5 | 101
61 | Cn1c(NC(=O)c2cc(Cl)ccc2Cl)cc(=O)n(C)c1=O | -2 | 5.2 | 103 | -15 | 2 | -4 | -7 | -6 | 99
